AGP1-GFP MLPCN = modulators of TOR pathway AGP1-GFP in S. cerevisiae; S. cerevisiae AGP1-GFP multiplex flow cytometry, 3 h; GFP as percent of DMSO wells; GFP response vs DMSO, % at 10 µM; AID 2066; 320,000 compounds, 0.02% hits;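 active means GFP response relative to DMSO above a set limit, near screen average plus 3 SD, cut at about 150% in these data; inconclusive means fewer than 70 cells counted for the yeast strain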;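 further: median GFP channel fluorescence of the gated AGP1 strain per well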
CR mimetic SO = caloric restriction mimetics inhibiting age-related superoxide in yeast. 330,000 compounds, 0.18% hits. S. cerevisiae aged cells, superoxide DHE fluorescence; active compounds read low. superoxide response (% of plate mean), % at 10 µM;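 active means superoxide response under a set limit, about three screen SD below normal, cut at about 65% in these data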;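 further: yeast aged for seven days with compound at 30 °C before DHE staining; 100% = average MFI of all compound-treated wells on the plate with controls excluded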
CIT2 TOR yeast = alters CIT2-GFP fluorescence in TOR pathway yeast screen; S. cerevisiae CIT2-GFP strain, flow cytometry, 3 h; 100 means same as DMSO wells; GFP response vs DMSO, % at 10 µM; 320,000 compounds, 0.065% hits; AID 2029;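 active means GFP response relative to DMSO above a set limit, near the screen mean plus 3 SD, cut at about 150% in these data; inconclusive means Fewer than 70 cells measured for a yeast strain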;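 further: ratio of well median GFP fluorescence to mean of DMSO wells on the plate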
BCLXL inh = Bcl-xL (human) inhibition. Q07817. GST-Bcl-xL / FITC-Bim BH3 peptide fluorescence polarization. inhibition, % at 10.9 µM. 320,000 compounds, 0.7% hits. AID 2129;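 active means inhibition above the mean of all tested compounds plus 3 SD, cutoff set per campaign, cut at about 30% in these data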;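 further: 0% = DMSO wells and 100% = unlabeled Bim-BH3 peptide competitor; inhibitors lower millipolarization by displacing the labeled peptide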
MCL1-BIM inh = inhibitors of human MCL1 binding to BIM-BH3 peptide | 320,000 compounds, 0.68% hits | GST-MCL1 / FITC-Bim-BH3 fluorescence polarization | AID 2057 | inhibition, % at 10.9 µM;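 active means inhibition above the mean inhibition of all tested compounds plus 3 SD, set per campaign, cut at about 40% in these data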;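 further: 0% = DMSO wells and 100% = unlabeled Bim-BH3 peptide control; higher means more loss of mP so more displacement of Bim peptide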
GLD-1 RNA inh = GLD-1-TGE RNA interaction inhibition (C. elegans). Q17339. purified GLD-1 + fluorescein TGE RNA, fluorescence polarization. inhibition, % at 5.96 µM. 320,000 compounds, 0.44% hits. AID 2280;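 active means percent inhibition above a per-plate cutoff, the plate mean of test compounds plus 3 SD, cut at about 30% in these data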;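 further: 0% = DMSO wells with GLD-1 and probe and 100% = wells lacking GLD-1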
Target sequence (Q17339 whole entry, looked up): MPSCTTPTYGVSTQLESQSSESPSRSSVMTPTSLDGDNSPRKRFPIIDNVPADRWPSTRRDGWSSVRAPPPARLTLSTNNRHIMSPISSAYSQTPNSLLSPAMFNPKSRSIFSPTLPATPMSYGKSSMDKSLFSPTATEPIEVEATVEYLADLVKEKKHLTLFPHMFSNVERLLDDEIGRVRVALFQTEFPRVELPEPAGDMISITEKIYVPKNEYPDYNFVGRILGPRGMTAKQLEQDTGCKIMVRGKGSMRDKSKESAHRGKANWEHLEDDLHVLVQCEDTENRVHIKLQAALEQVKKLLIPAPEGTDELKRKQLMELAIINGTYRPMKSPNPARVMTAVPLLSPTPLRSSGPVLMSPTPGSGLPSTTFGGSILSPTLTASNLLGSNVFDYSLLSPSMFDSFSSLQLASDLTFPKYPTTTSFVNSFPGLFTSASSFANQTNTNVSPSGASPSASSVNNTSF
VLA-4 inh = inhibition in a human VLA-4 binding assay. P13612. VLA-4 expressing cells, ligand binding flow cytometry. inhibition, % (about 7 µM as worked out from the volumes in the protocol). 330,000 compounds, 0.2% hits. AID 2557; in the data active means inhibition above about 50%
GRK2 inh = human GRK2 inhibition via aptamer displacement; P25098; bead flow cytometry, FAM-aptamer displacement from GRK2; inhibition of aptamer binding, % at 10 µM; 330,000 compounds, 0.59% hits; AID 488847;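 active means inhibition of aptamer binding above 40%, roughly 3 SD of noise, on plates passing a quality check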;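 further: median bead fluorescence of bound FAM aptamer so fluorescent compounds give negative values; no value below 0 was filed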
MEX-5 binding = C. elegans MEX-5 TCR-2 RNA binding activity | Q9XUB2 | MEX-5/FITC-TCR2 RNA binding, fluorescence polarization; active compounds read low | activity score (negative = inhibition of binding), % at 10 µM | 300,000 compounds, 0.38% hits | AID 1832;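 active means inhibition past about -25% in most replicates, and total fluorescence under double the plate's negative control median, limit read from the data; inconclusive means replicates evenly split on the limit, or fluorescence at least double controls; inactive means too little inhibition in most replicates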;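 further: 0% = DMSO and -100% = 5 µM competing unlabeled TCR2 RNA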
Target sequence (Q9XUB2 whole entry, looked up): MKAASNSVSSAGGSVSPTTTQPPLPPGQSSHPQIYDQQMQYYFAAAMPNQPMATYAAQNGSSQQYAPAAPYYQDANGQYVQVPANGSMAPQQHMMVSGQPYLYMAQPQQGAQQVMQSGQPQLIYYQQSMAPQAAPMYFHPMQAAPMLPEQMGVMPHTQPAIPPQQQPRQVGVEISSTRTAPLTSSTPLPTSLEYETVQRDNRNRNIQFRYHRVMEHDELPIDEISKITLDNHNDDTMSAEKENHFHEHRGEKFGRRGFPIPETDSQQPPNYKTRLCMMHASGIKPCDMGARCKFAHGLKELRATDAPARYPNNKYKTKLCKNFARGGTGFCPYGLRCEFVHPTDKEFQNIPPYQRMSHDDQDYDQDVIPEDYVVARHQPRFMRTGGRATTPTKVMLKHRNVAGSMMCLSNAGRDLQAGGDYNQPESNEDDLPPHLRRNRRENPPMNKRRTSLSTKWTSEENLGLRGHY
* = called active by the depositor; ? = inconclusive; . = no result given; + = active, no number; & = joins results of further samples; ! = repeats disagree.

SMILES	AGP1-GFP MLPCN	CR mimetic SO	CIT2 TOR yeast	BCLXL inh	MCL1-BIM inh	GLD-1 RNA inh	VLA-4 inh	GRK2 inh	MEX-5 binding
COc1ccc(NC(=O)CCCN2C(=O)/C(=C\c3ccco3)SC2=S)cc1	97	103	98	2	-1	6	-6	5	-3.4
CCCCN(CCCNC(=O)c1ccc(CS(=O)(=O)c2ccc(OC)cc2)o1)Cc1ccccc1	16	102	95	3	1	4	-1	0	-7.4
Cc1ccc(-n2ncc3c(NCc4cccnc4)ncnc32)cc1C	102	131	92	3	1	-3	2	47*	-1.3
O=C(N/N=C/c1cccnc1)c1ccc(Cl)c(Cl)c1	100	90	96	3	4	-2	6	2	0.4
COC(=O)c1cccc(C23CC4(C2)[C@H](CN(Cc2ccc(C(F)(F)F)cc2)[C@@H]4c2ccccc2)C3c2ccc(C(F)(F)F)cc2)c1 (some centres undefined)	71	97	63	-8	-10	4	5	0	2.4
CCN(CC)S(=O)(=O)c1ccc(C(=O)NCC(c2cccs2)N2CCOCC2)cc1 (centres undefined)	92	120	95	-4	-1	-3	3	0	-2.1
Nc1ccc(S(=O)(=O)Nc2ccnn2-c2ccccc2)cc1	94	98	96	2	9	4	-375	2	2.3
Cc1nn(CCC(=O)NNC(=S)Nc2ccc(F)cc2)c(C)c1[N+](=O)[O-]	104	97	111	8	14	-1	10	0	-3.9
Cc1ccc(-c2cc(C(=O)N/N=C\c3cnn(C)c3C)c3ccccc3n2)cc1C	104	101	103	4	5	2	-2	1	1.9
CCN(CC)CCn1c2c(c(SCC(=O)Nc3nc(C)cs3)nc1=O)CCCC2	106	111	116	7	6	0	-5	0	-1.4
O=S(=O)(c1cccc2cccnc12)N1CCN(c2ccc(F)cc2)CC1	102	90	88	2	6	8	1	4	0.9
O=C(NCC1CCCCC1)c1cc2ccccc2cc1O	81	113	82	2	-1	9	-3	0	0.3
NS(=O)(=O)c1ccc(NCCCn2ccnc2)c([N+](=O)[O-])c1	106	94	106	7	3	-1	6	0	-9.4
Fc1ccc(-c2nnc(-c3ccc(Cl)cc3Cl)o2)cc1	92	109	94	-2	-3	-1	10	0	-1.7
CCc1nnc(NC(=O)CSc2nc3c(cc2C#N)CCCC3)s1	98	106	98	5	-2	-3	3	0	0.7
CCc1c(C)nc(SCCOc2ccc(OC)cc2)[nH]c1=O	104	131	105	3	3	-2	-28	0	1.3
COC(=O)[C@H]1[C@H]2C[C@H]3c4[nH]c5ccccc5c4CCN3C[C@@H]2CC[C@@H]1O	94&94	102&89	97&95	60*!	79*!	49*!	-31&-4	1&0	-9.3&4.0
CN1CCN(c2ccc(NC(=O)c3ccc4c(c3)OCO4)cc2)CC1	105	98	90	-1	-3	-6	16	4	-1.4
CCCN1CCN(CCCNC(=O)CN2C(=O)c3cccnc3Oc3ccc(C)cc32)CC1	92	98	91	3	-3	4	9	0	-0.1
Cc1cc(S(=O)(=O)NCCC2=CCCCC2)ccc1Br	99	92	99	2	0	10	31	0	-2.1

Part of the list above in order of SMILES length, lowest first:
SMILES	AGP1-GFP MLPCN	CR mimetic SO	CIT2 TOR yeast	BCLXL inh	MCL1-BIM inh	GLD-1 RNA inh	VLA-4 inh	GRK2 inh	MEX-5 binding
O=C(NCC1CCCCC1)c1cc2ccccc2cc1O	81	113	82	2	-1	9	-3	0	0.3
O=C(N/N=C/c1cccnc1)c1ccc(Cl)c(Cl)c1	100	90	96	3	4	-2	6	2	0.4
CCc1c(C)nc(SCCOc2ccc(OC)cc2)[nH]c1=O	104	131	105	3	3	-2	-28	0	1.3
Cc1ccc(-n2ncc3c(NCc4cccnc4)ncnc32)cc1C	102	131	92	3	1	-3	2	47*	-1.3
CN1CCN(c2ccc(NC(=O)c3ccc4c(c3)OCO4)cc2)CC1	105	98	90	-1	-3	-6	16	4	-1.4
O=S(=O)(c1cccc2cccnc12)N1CCN(c2ccc(F)cc2)CC1	102	90	88	2	6	8	1	4	0.9
CCN(CC)CCn1c2c(c(SCC(=O)Nc3nc(C)cs3)nc1=O)CCCC2	106	111	116	7	6	0	-5	0	-1.4

Other structures.
SMILES	AGP1-GFP MLPCN	CR mimetic SO	CIT2 TOR yeast	BCLXL inh	MCL1-BIM inh	GLD-1 RNA inh	VLA-4 inh	GRK2 inh	MEX-5 binding
Cn1c(=O)c2c(nc(NCCO)n2C)n(C)c1=O	96	100	93	4	0	1	0	0	0.6
Cn1nccc1C(=O)NC1CCCc2c1cnn2-c1ccc(C(C)(C)C)cc1 (centres undefined)	94	108	107	0	4	2	8	0	0.6
O=C(NNC(=S)Nc1ccccc1)c1cc(-c2cccnc2)nc2ccccc12	95	104	104	13	5	9	-9	5	1.3
O=C(c1cnn(C(=O)c2ccccc2F)c1)c1ccccc1O	85	105	88	2	12	4	-5	14	.
COc1ccc(Cn2c(C)c(C)c(C#N)c2NC(=O)Nc2ccccc2)cc1	102	104	107	13	11	-4	-4	0	1.4
FC(F)c1nnc2ccc(Cl)nn12	89	108	111	2	6	9	0	2	0.2
O=C(Nc1cccc(C(=O)O)c1)/C(=C\c1ccco1)NC(=O)c1ccccc1Cl	105	93	109	0	-1	4	3	2	0.4
Cc1ccc(NC(=O)C2CCCN2C(=O)c2cccs2)c(C)c1 (centres undefined)	94	97	92	-10	-11	1	8	0	-0.7
CC(=O)c1cnn(-c2cc(Oc3ccccc3C)ncn2)c1C	95	99	92	3	0	4	23	0	2.3
CCOC(=O)CC1CCCCN1Cc1cn(C)nc1-c1ccc2c(c1)OCCO2 (centres undefined)	108	118	111	4	-1	3	-6	0	1.6
Cc1ccc(OC(=O)CCN2C(=O)c3ccccc3C2=O)cc1C	100	94	97	10	7	4	-8	2	1.8
Cc1oc(-c2ccccc2F)nc1CS(=O)(=O)CC(=O)N1CCN(Cc2ccccc2)CC1	100	96	99	4	1	-4	9	2	-1.7
CC1CC(C)(C)NC(=S)N1CCCC(=O)N1CCN(c2ccccc2F)CC1 (centres undefined)	107	117	91	4	8	0	2	3	-1.0
O=C(Nc1cccc(Cl)c1)C1C2C=CC3(O2)C1C(=O)N(CCCN1CCCCC1)C3C(=O)NC1CCCCC1 (centres undefined)	106	88	102	4	1	7	-4	0	0.0
CCN(c1ccccc1C(=O)O)S(=O)(=O)c1cccc2nsnc12	97	103	97	3	8	-2	25	5	1.8
CCOC(=O)c1c(C)[nH]c(C(=O)OCC(=O)NC2CCS(=O)(=O)C2)c1C (centres undefined)	111	87	110	-5	-2	6	-8	0	0.6
COC(=O)c1sc2ccccc2c1-n1cccc1C(=O)C(=O)Nc1ccc(OC)cc1	107	96	108	5	11	-4	14	3	0.4
CSc1ccccc1NC(=O)COC(=O)/C=C/c1ccco1	93	99	92	.	.	0	-1	41*	.
COc1ccc(-c2nnc(SCc3cccc(C#N)c3)o2)cc1	90	130	85	0	-1	0	-10	0	0.8
CCOc1ccc(S(=O)(=O)N2CCOCC2)cc1NS(=O)(=O)c1ccc(OC)c([N+](=O)[O-])c1	111	91	110	3	1	4	9	1	0.4

The list goes on (two carried over from the part before).
SMILES	AGP1-GFP MLPCN	CR mimetic SO	CIT2 TOR yeast	BCLXL inh	MCL1-BIM inh	GLD-1 RNA inh	VLA-4 inh	GRK2 inh	MEX-5 binding
COc1ccc(-c2nnc(SCc3cccc(C#N)c3)o2)cc1	90	130	85	0	-1	0	-10	0	0.8
CCOc1ccc(S(=O)(=O)N2CCOCC2)cc1NS(=O)(=O)c1ccc(OC)c([N+](=O)[O-])c1	111	91	110	3	1	4	9	1	0.4
O=C(ON=C1CCN(S(=O)(=O)c2ccccc2)CC1)c1ccc(Cl)cc1	105	93	108	2	0	0	7	1	0.3
CCOC(=O)N1CCN(S(=O)(=O)CCNC(=O)c2cccc(OC)c2)CC1	96	102	87	0	1	-15	8	2	2.0
Cc1ccc(S(=O)(=O)N/N=C/c2cccc3c2OCCO3)cc1	105	91	107	3	5	13	11	0	1.5
CN1CCN(CC(=O)Nc2ccccc2Sc2ccccc2)CC1	108	88	98	3	-4	2	14	1	-1.1
Cc1ccc(S(=O)(=O)N2CCCCC2)cc1C(=O)N1CCCCCC1	107	96	103	1	1	7	12	0	.
CCNC(=S)N1CCN(c2ccc([N+](=O)[O-])cc2)CC1	97	85	92	5	11	-2	12	1	0.3
Cc1ccc(C(=O)NCC(=O)OCC(=O)c2ccc3c(c2)NC(=O)CO3)cc1C	89	93	85	-5	-5	-5	16	0	-0.5
CC1C(=O)Nc2ccccc2N1C(=O)c1ccc(F)cc1 (centres undefined)	110	104	113	5	8	-1	-1	0	0.7
O=[N+]([O-])c1ccc(N2CCN(c3nc(-c4ccc(Cl)cc4)cs3)CC2)cc1	100	110	93	1	0	-1	-7	0	-0.5
COc1ccc(SC[C@H](Cc2ccccc2)N2CCN(C)CCC2=O)cc1	96	92	97	-1	2	4	30	0	3.4
CCOc1ccc(OCCSc2nc3ccccc3[nH]2)cc1	99	80	94	3	-4	1	11	0	-5.2
COc1ccc(OC)c(S(=O)(=O)n2nc(-c3ccccc3)cc2N)c1	98	89	102	2	3	1	35	0	-3.3
CCCCN(C)C(=S)Nc1ccc2nc3n(c(=O)c2c1)CCCCC3	94	105	94	3	4	0	5	1	-0.4
COc1ccccc1NC(=O)NC1CCS(=O)(=O)C1 (centres undefined)	109	95	106	4	3	4	4	2	-0.6
COCCCNC(=O)c1cccc(S(=O)(=O)N2CC3(C)CC2CC(C)(C)C3)c1 (centres undefined)	111	111	102	0	0	1	1	0	2.2
O=C(C1=C[C@@H](C2CCCCC2)C[C@@H](OCCCCO)O1)N1CCN(Cc2ccccc2)CC1	104	105	103	10	5	6	22	0	3.2
COc1ccc(CCNC(=O)C2CCC(=O)N(C3CC3)C2)c(OC)c1 (centres undefined)	95	94	101	-1	-5	-4	-5	1	-0.9
O=C(O)CCCCCNC(=O)CCn1nnc2ccccc2c1=O	98	86	92	-2	2	2	-1	0	-0.2
Cn1c(=O)c2c(ncn2CC(=O)N/N=C/c2ccc(Br)s2)n(C)c1=O	100	103	107	2	6	4	0	0	1.7
Cc1cc2nc3c(=O)n(CCc4ccccc4)c(=O)[nH]c3nc2cc1N	102	93	94	+	+	189*	-44	3	?
COc1cc2c(cc1OC)CN(C(=O)CN(C)S(=O)(=O)c1ccc(NC(C)=O)cc1)CC2	100	81	104	2	-6	0	1	8	1.9
CCOC(=O)c1ccccc1NC(=O)c1ccc2c(=O)n3c(nc2c1)CCCCC3	98	97	105	4	5	2	-2	1	-0.7
COc1ccc(NC(=O)c2cccc(S(=O)(=O)NCc3ccccc3)c2)cc1S(N)(=O)=O	98	90	102	6	6	-3	0	4	.
CC1CCc2c(c3ccccc3n2C(=O)CCl)C1 (centres undefined)	100	101	100	5	10	4	16	4	1.1
